HEK293 viab = GF-AFC viability counterscreen for inhibitors of alpha-synuclein gene (SNCA) expression. HEK-293-SNCA-luc viability, GF-AFC fluorescence, 24 h. 0.12% of 150,000 active. Potency, µM (highest dose often 57.1 µM), for inactives: at the top dose activity change, negative = cytotoxicity, actives largely listed as cytotoxic;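 also: potency is read from the fitted curve at half-maximal effect; 0% = DMSO-treated cells and -100% = medium-only wells without cells; nearly all actives have a fitted effect of over 30% in size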
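HEK-293-SNCA-luc cells (1500/well) plated 24 h, then exposed 24 h to a dilution series; GF-AFC added 30 min at 37C, fluorescence 405/540 nm; normalised to medium-only and DMSO wells, Hill fit.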
GPT2 inhibitor = Primary qHTS assay for inhibitors of Glutamate pyruvate transaminase 2 (GPT2) | Alanine aminotransferase 2 (Homo sapiens), Q8TD30 | Recombinant GPT2, coupled pyruvate oxidase/HRP Amplex Red fluorescence | 0.25% of 100,000 active | Potency, µM (titrated, usually from 57.7 µM), without a hit: at the top dose activity change, negative = inhibition, most hits filed as inhibitors | AID 1671188, 2021; also: potency is read from the fitted curve at half-maximal effect; nearly all actives have a fitted effect of over 60% in size; many of its hits are not listed in these tables
Target sequence (Q8TD30 whole entry, looked up): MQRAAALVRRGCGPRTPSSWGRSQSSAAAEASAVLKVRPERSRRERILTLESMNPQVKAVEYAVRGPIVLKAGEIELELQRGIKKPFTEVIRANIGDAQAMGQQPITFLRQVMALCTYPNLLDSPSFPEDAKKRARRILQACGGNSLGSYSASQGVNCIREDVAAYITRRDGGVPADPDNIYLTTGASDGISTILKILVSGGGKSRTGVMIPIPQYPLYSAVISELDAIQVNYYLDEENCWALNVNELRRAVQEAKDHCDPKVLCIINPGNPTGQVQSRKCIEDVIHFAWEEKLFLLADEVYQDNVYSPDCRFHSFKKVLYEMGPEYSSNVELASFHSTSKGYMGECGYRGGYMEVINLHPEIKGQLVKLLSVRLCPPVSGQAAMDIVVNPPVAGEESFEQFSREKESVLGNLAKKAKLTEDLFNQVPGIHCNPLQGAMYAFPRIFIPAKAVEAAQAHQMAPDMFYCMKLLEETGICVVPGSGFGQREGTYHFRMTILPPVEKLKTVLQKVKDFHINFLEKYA
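Fluorescence read-out: pyruvate from GPT2 turnover coupled to pyruvate oxidase, HRP and Amplex Red (0.2mM ThPP, 0.2U/mL PO and HRP, 50uM Amplex final). Substrates 250uM a-KG, 2mM L-alanine; enzyme 10ng/uL; 30 min RT.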
SNCA expr inhib = Primary qHTS assay for inhibitors of alpha-synuclein gene (SNCA) expression; HEK-293 SNCA-luciferase knock-in, luminescence, 24 h; Potency, µM (top dose mostly 57.2 µM), for the others: top-dose activity change, negative = inhibition, hits mostly inhibitors; 0.17% of 140,000 active; AID 1671194, 2021;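 also: potency is read from the fitted curve at half-maximal effect; plate controls were DMSO cells for no effect and cell-free wells for full effect; nearly all actives have a fitted effect of over 45% in size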
IP6K1 inhibitor = Primary qHTS assay for small molecule inhibitors of Inositol hexaphosphate kinase 1 (IP6K1) | IP6K1 kinase, ADP-Glo luminescence, 2 h; stronger effect = lower value | activity change, % (series mostly up to about 58 µM) | 0.81% of 140,000 active | AID 1645851, 2021; in the data active = activity change below about -25%
Target sequence (Q92551 whole entry, looked up): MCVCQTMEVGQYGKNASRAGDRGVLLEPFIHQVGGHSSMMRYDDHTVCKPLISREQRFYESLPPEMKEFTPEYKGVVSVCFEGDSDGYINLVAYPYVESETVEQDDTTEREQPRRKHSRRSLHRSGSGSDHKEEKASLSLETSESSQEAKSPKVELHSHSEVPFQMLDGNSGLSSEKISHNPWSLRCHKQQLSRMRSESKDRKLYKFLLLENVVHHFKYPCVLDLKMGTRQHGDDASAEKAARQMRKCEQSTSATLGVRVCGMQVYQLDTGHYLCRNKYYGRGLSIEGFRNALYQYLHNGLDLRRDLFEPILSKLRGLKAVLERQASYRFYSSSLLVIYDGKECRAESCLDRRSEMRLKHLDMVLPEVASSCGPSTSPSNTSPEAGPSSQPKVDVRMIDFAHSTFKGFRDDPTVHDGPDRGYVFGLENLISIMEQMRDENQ
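ADP-Glo luminescence measures ADP made by human IP6K1 during a 2 h RT reaction with ATP/IP6 (mix at 1.3 mM/130 uM); top library doses 57.5 and 19.1 uM final.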
FLuc inh = Firefly luciferase inhibition profiling of diverse chemical library using quantitative high-throughput screening; Luciferin 4-monooxygenase (Photinus pyralis), P08659; purified P. pyralis luciferase, luminescence, biochemical; Potency, µM (series often up to 115 µM), for the others: at the top dose activity change, negative = inhibition, actives largely listed as inhibitors; 2.5% of 76,000 active; also: potency is read from the fitted curve at half-maximal effect; nearly all actives have a fitted effect of over 65% in size
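Biochemical qHTS: compound (6-point titration) added to 10uM D-luciferin plus 10uM ATP in Tris acetate pH 7.5 buffer with Mg, Tween-20 and BSA, then purified enzyme at 10nM; light output imaged.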
HEK293 tox = Cytotoxic Profiling in HEK 293 Cell Line of Diverse Libraries Using Quantitative High-Throughput Screening | HEK 293 viability, ATP luminescence (CellTiter-Glo), 48-72 h | Potency, µM (series often up to 115 µM), for the others: at the highest dose activity change, negative = cytotoxicity, hits mostly inhibitors | 6.6% of 94,000 active | AID 1345083, 2018; also: potency is read from the fitted curve at half-maximal effect; nearly all actives have a fitted effect of over 60% in size
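Read-out: CellTiter-Glo ATP luminescence. Cells: HEK 293, 250 cells/well. Exposure: 48 or 72 hr, 37 degree Celsius.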
NIH3T3 tox = Cytotoxic Profiling in NIH 3T3 Cell Line of Diverse Libraries Using Quantitative High-Throughput Screening | Potency, µM (highest dose often 96.7 µM), for the others: top-dose activity change, negative = cytotoxicity, actives largely listed as inhibitors | NIH 3T3 viability, CellTiter-Glo ATP luminescence, 48-72 h | 4.3% of 94,000 active; also: potency is read from the fitted curve at half-maximal effect; nearly all actives have a fitted effect of over 55% in size
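NIH 3T3 cells at 400 cells/well received 23 nL of compound by pintool and were incubated 48 or 72 h at 37 °C. Viability was read as ATP-coupled CellTiter-Glo luminescence.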
* hit, by the source's call; i = inactive; ? = inconclusive; . = not tested or not shown; & = joins results of further samples; [ ] = remark or other dose. Unless noted, calls follow the shape of the dose curve; as a rule, active = well fitted curve in the direction sought with a large enough effect; inconclusive = small, poorly fitted or top-dose-only effect, or another doubt; inactive = no such curve, though single readings can be large; an effect the other way counts as inactive or inconclusive. Unless noted, % is scaled to controls: 0 for no effect and ±100 for the full control effect. The list is partial; count on the stated rates, not on these rows.

SMILES	HEK293 viab	GPT2 inhibitor	SNCA expr inhib	IP6K1 inhibitor	FLuc inh	HEK293 tox	NIH3T3 tox
CC(C)N1CCC(CC(=O)N2CCCC(c3ccc(C(=O)O)cc3)C2)CC1 (stereo not given)	-14%	0%	?	10	12%	1%	3%
COC(=O)c1ccc(-c2nc3cc(NC(C)=O)ccc3o2)cc1	10%	.	44%[activator]	-5	.	.	.
COc1ccccc1NC(=O)CN1C(=O)c2ccccc2Sc2ccc(C(=O)N3CCCC3)cc21	-18%	.	-4%	-6	.	.	.
COc1cccc(N2CCN(C(=O)c3ccc(NC(=O)c4nsc5ccccc45)cc3)CC2)c1	4%	.	104%[activator]	2	.	.	.
COCC(=O)N1CCC(Oc2ccccc2C(=O)N2C[C@H]3CC[C@H]2C3)CC1	-1%	?	-11%	10	-8%	-4%	i
COc1ncccc1-c1cc2c(ccn2CC2CCN([S+](C)(=O)[O-])CC2)c(N2CCOCC2)n1	-21%	-24%	-8%	-4	-7%	?	?
CC(=O)N1CCC(Cc2noc(-c3ccc(F)cc3)n2)C1 (stereo not given)	7%	-13%	5%	0	-18%	-3%	-6%
COc1ccc(-c2nc(C)c(CCNC(=O)C(=O)Nc3c(C)cccc3C)s2)cc1OC	3%	.	113%[activator]	-7	.	.	.
CCN(CC)C(=O)CCc1c(C)nn(-c2cccc(C)c2)c1Oc1ccccc1	-7%	i	-1%	-1	-1%	?	?
c1cncc(-c2ccnc(NCCc3noc(C4CCCC4)n3)n2)c1	-1%	-2%[11.5 µM]	-11%	40	-20%	?	?
CCOC(=O)c1cnc2ccc(OC)cc2c1NCCc1ccccc1	-15%	.	-29%	-6	.	.	.
C[C@]1(CO)[C@H]2Cc3sc(NC(=O)c4ccc(F)cc4)nc3[C@@H](CC(=O)NCc3cccnc3)[C@]2(C)CC[C@H]1O	-11%	-9%	-5%	0	7%	-11%	-9%
N[C@@H]1CC[C@@H]1NC(=O)c1cnc(-c2cccnc2)nc1	7%	2%	-14%	5	9%	6%	i
CCN(CC)Cc1cnc2c(C(=O)NC3CCCNC3)cnn2c1 (stereo not given)	-11%	5%	-2%	12	-6%	-1%	-11%
Cc1ccc(CNC(=O)Cc2coc3cc(C)cc(C)c23)cc1	7%	.	-11%	-12	.	.	.
COc1ccc(CCNc2oc(COc3cccc(C)c3)nc2C#N)cc1OC	9%	.	-2%	-13	.	.	.
COCCNC(=O)C[C@@H]1C[C@H]2O[C@H](CNC3CCCC3)[C@@H](O)[C@H]2O1	-3%[87.6 µM]	-1%[88.5 µM]	19%[87.6 µM]	-3	-15%[172 µM]	-2%[172 µM]	-13%[174 µM]
Cn1nccc1CN1CC(Oc2ccc(F)cc2F)C1	-3%[87.6 µM]	i	26%[87.6 µM]	0	.	-6%[172 µM]	0%[138 µM]
Cc1ccccc1C(=O)N1CCCC(C(=O)N2CCC(c3nc4ccncc4[nH]3)CC2)C1 (stereo not given)	-1%	-9%	-2%	3	.	1%	-12%
Cc1cc(C)cc(-c2nc(C3CC(=O)N(c4ccc(F)cc4)C3)no2)c1 (stereo not given)	12%	3%	7%	-3	4%	?	?
O=C(COc1cccc(-c2nnc3n2CCCC3)c1)N1CCN(c2ccccc2F)CC1	1%	i	-4%	-6	9%	-10%	-20%
Cc1nnc(C(=O)NC(C)(C)c2nc(C(=O)NCc3ccc(F)cc3)c(O)c(=O)n2C)o1	7%	i	45%[25.6 µM]	7&12	.	.	.
Cc1ccc(C)c(N2CCN(C(=O)c3cc(-c4ccncc4)cn3C)CC2)c1	-3%	2%	?	-1	-8%	?	?
Cc1ccc(NC(=O)CSc2nccn2C2CCCC2)cc1	7%	.	10%	11	.	.	.
CCC(C)Nc1nc2c(c(=O)[nH]c(=O)n2C)n1Cc1ccc(F)cc1 (stereo not given)	8%	.	-5%	-4	.	.	.
Remaining list, next part:
SMILES	HEK293 viab	GPT2 inhibitor	SNCA expr inhib	IP6K1 inhibitor	FLuc inh	HEK293 tox	NIH3T3 tox
O=C([C@@H]1C[C@H](Oc2ccccc2)CN1C(=O)c1cccnc1)N1CCCC1	?	?	7%	9	-8%	-3%	4%
Cc1nn(CC(=O)NCc2ccc(OC(C)C)cc2)c(=O)c2c(C)n(-c3ccc(Cl)cc3)nc12	6%	.	-9%	-2	.	.	.
NCC(=O)Nc1ccc(-n2nc(C(F)(F)F)cc2-c2ccc3c(ccc4ccccc43)c2)cc1	?	i	34%[activator]	-35*	.	.	.
Cc1cc(C(=O)NCc2cccc(Br)c2)c2c(C)nn(-c3ccccc3)c2n1	13%	.	7%	21	.	.	.
COc1ccc(CNC(=O)CNC(=O)c2ccc(-c3cnc4ccccc4c3)cc2)cc1OC	-26%	i	21%	-6	.	?	-28%
O=C1CCCN1CCCN1C(=O)[C@@H]2C[C@@H](O)CN2C2(CN(C3COC3)C2)C1=O	2%[87.6 µM]	3%[88.5 µM]	-5%[87.6 µM]	12	-6%[172 µM]	i	i
CCc1cccc(C)c1Nc1c(-c2ccc(SC)cc2)nc2sccn12	-3%	.	53%[activator]	-6	.	.	.
COc1cccc(Nc2ncc(-c3ccc(OC)nc3)c3c2OCC3)c1	-14%[87.6 µM]	4%[88.5 µM]	87%[activator][87.6 µM]	-22	5.6µM*	?	?
Cc1cnc(C2CCOCC2)n1CC1CCN(C(=O)C2CC2)CC1	7%	?	-1%	-6	3%	i	i
C[C@]1(CO)C2CC[C@@H](O)[C@@H](CC(=O)N3CCC[C@H]3CO)[C@]2(C)CC[C@H]1OC(=O)Nc1ccc(Cl)c(Cl)c1 (stereo not given in full)	2%	-1%	7%	1	-6%	-29%	?
COc1ncccc1-c1cc(C(=O)NCc2c(C)cc(C)[nH]c2=O)c2c(c1)N(C)CCO2	1%[87.6 µM]	i	23%[87.6 µM]	-13	-20%[172 µM]	?	?
CCc1ccc(NC(=O)CSc2ccc3nnc(CCNS(=O)(=O)c4ccc(OC)cc4)n3n2)cc1	-21%	.	-8%	-5	.	.	.
O=C(NC1CCN(c2nccc(Nc3ccccc3Cl)n2)CC1)c1cccc(Cl)c1	-2%	i	?	0	.	?	?
COc1ccc(NC(=O)c2sc3nc[nH]c(=O)c3c2C)cc1OC	-19%	.	?	11	.	.	.
O=C(NCCc1ccccn1)C1CCC(=O)N(C2CCCCCC2)C1 (stereo not given)	?	0%	5%	-17	-6%	-3%	3%
COc1ccc(S(=O)(=O)N2CCC(CC(=O)NCc3ccccc3)C2)cc1 (stereo not given)	-2%[12.5 µM]	i	-15%	-5	-11%	-5%	-18%
COc1cc(O)ccc1CN1CCCC2(Cc3ccccc3CNC2=O)C1 (stereo not given)	1%	i	?	9	.	-16%	-18%
CCCCc1ccc(NC(=O)c2ccc3c(c2)N(S(C)(=O)=O)CC3)cc1	-7%	-19%	2%	-7	-2%	-33%	5%
CCOc1ccc(C(=O)N2C[C@@H](COC)[C@H](c3ccncc3)C2)cc1	-2%	?	-2%	-9	-5%	3%	-4%
Cc1ccc(CNC(=O)C2CCN(S(=O)(=O)c3c(C)noc3/C=C/c3cccs3)CC2)cc1	6%	.	2%	58	.	.	.
CCOCCn1c(C2CCN(CCc3ccc(C(C)(C)C(=O)O)cc3)CC2)nc2ccccc21	-7%[23.9 µM]	?	61%[25.6 µM]	19	.	.	.
Cc1oc(-c2cccc(Cl)c2)nc1CN1CCC(C(=O)NCCc2ccc(Cl)cc2)CC1	-4%	.	3%	20	.	.	.
CCN1C(=O)C2CC3(CCN(C(=O)Nc4ccccc4F)CC3)CN2C1=O (stereo not given)	15%	i	-4%	11	.	3%	-13%
O=C(C1CCCC1)N1CC2(CCCCN2CC2CC2)Cc2ccccc21 (stereo not given)	-1%	4%	-19%	-4	.	-26%	-14%
CCCNC(=O)C(NC(=O)c1cccs1)C1CCN(C(=O)c2ccco2)CC1 (stereo not given)	2%	i	-22%	14	-5%	-23%	-14%
Going on with the list.
SMILES	HEK293 viab	GPT2 inhibitor	SNCA expr inhib	IP6K1 inhibitor	FLuc inh	HEK293 tox	NIH3T3 tox
CCCC(C)c1nnc(NC(=O)Cc2ccc(OC)cc2OC)s1 (stereo not given)	0%	i	45%[activator]	-8	0%	-10%	-38%
CCOC(=O)C1CCN(C(=O)c2ccc(-n3ccc4ccccc43)s2)CC1	-10%	.	154%[activator]	0	.	.	.
Cc1cccc(NC(=O)Nc2ccc(C)n(CC(=O)O)c2=O)c1	15%	i	-7%	6	16µM*	12%	i
Cn1c(=O)n(-c2ccc3c(c2)OCO3)c2nc(-c3ccccc3)nc(C(N)=O)c21	-9%	.	7%	13	.	.	.
COc1ccccc1NC(=O)c1sc2nc(C)c(C(=O)Nc3ccc(C)cc3C)c(-c3ccccc3Cl)c2c1N	16%	.	21%	27	.	.	.
CN(Cc1cccnc1)C(=O)c1c(OCC2CC2)cc(=O)n2c1CCCCC2	-2%	2%	21%	16	-3%	0%	i
Cc1ccc(-c2noc(CCCC(=O)N3CCc4nc5cc(-c6ccccc6)[nH]n5c(=O)c4C3)n2)cc1	-1%	i	?	6	-17%	-2%	-10%
CCc1ccc(C(=O)N2CCC(Oc3nccnc3N(C)C)C2)cc1 (stereo not given)	-18%	?	120%[activator]	-3	?	?	-4%
O=C(NCCc1ccc(Cl)cc1)c1ccc(CS(=O)Cc2ccccc2Cl)o1 (stereo not given)	?	.	-14%	40	.	.	.
COc1ccc(CN2CCCC(c3[nH]ccc3C(N)=O)C2)cc1Cn1ccnc1 (stereo not given)	0%[12.5 µM]	i	19%	3	13%	3%	-4%
COc1cc(-c2ccnc3nc(C(C)C)nn23)cc(OC)c1OC	-4%	-5%	17%	-5	-3%	-20%	-27%

Full records from above. Values in the order: HEK293 viab | GPT2 inhibitor | SNCA expr inhib | IP6K1 inhibitor | FLuc inh | HEK293 tox | NIH3T3 tox
`CCOCCn1c(C2CCN(CCc3ccc(C(C)(C)C(=O)O)cc3)CC2)nc2ccccc21` across the screens: -7%[23.9 µM] | ? | 61%[25.6 µM] | 19 | . | . | .
`COc1ncccc1-c1cc2c(ccn2CC2CCN([S+](C)(=O)[O-])CC2)c(N2CCOCC2)n1` across the screens: -21% | -24% | -8% | -4 | -7% | ? | ?
`COCC(=O)N1CCC(Oc2ccccc2C(=O)N2C[C@H]3CC[C@H]2C3)CC1` across the screens: -1% | ? | -11% | 10 | -8% | -4% | i
`Cc1ccc(NC(=O)CSc2nccn2C2CCCC2)cc1` across the screens: 7% | . | 10% | 11 | . | . | .
`NCC(=O)Nc1ccc(-n2nc(C(F)(F)F)cc2-c2ccc3c(ccc4ccccc43)c2)cc1` across the screens: ? | i | 34%[activator] | -35* | . | . | .
